S2 tox: viability counter-screen for ATXN expression inhibitors; AID 651635; S2 cells (HEK-293 line with an ATXN2-luciferase reporter) viability, CellTiter-Fluor protease fluorescence, 24 h; 400,000 tested, 0.49% active; Potency, µM (top dose mostly 56.7 µM), actives largely listed as cytotoxic; further: potency means the concentration at half of the fitted maximal effect; nearly all actives have a fitted effect of over 40% in size
ATXN2 expr inh: inhibitors of ATXN2 expression; Potency, µM (series often up to 57 µM), inactives show top-dose activity change, negative = inhibition, actives largely listed as inhibitors; 360,000 tested, 0.72% active; HEK-293 ATXN2-luciferase reporter, luminescence, 24 h; further: potency means the concentration at half of the fitted maximal effect; on the % scale 0 is the no-effect control and ±100 the full control effect; nearly all actives have a fitted effect of over 55% in size
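qHTS (up to 57 uM final) was run with 24 h compound exposure of reporter cells at 37 °C. Each well was multiplexed: SteadyGlo luminescence measured ATXN2-luciferase expression after a fluorogenic Gly-Phe-AFC viability readout (25 uM final).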
KB-3-1 cytotox: KB-3-1 parental cell cytotoxicity. KB-3-1 viability, CellTiter-Glo ATP luminescence, 72 h. Potency, µM (highest dose often 46.1 µM), without a hit: at the highest dose activity change, negative = cytotoxic, hits mostly cytotoxic. 400,000 tested, 1.4% active. AID 1347075; further: potency means the concentration at half of the fitted maximal effect; on the % scale 0 is the no-effect control and ±100 the full control effect; nearly all actives have a fitted effect of over 60% in size
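Parental KB-3-1 viability, qHTS format: 72 h compound exposure, 37 °C; CellTiter-Glo; media-only wells and DMSO plates as controls; concentration-effect fits on corrected data.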
HT1080NT lethal: kills 2HG-producing HT-1080-NT fibrosarcoma cells | HT-1080-NT fibrosarcoma viability, CellTiter-Glo ATP luminescence, 48 h | AID 686970 | 360,000 tested, 1.6% active | Potency, µM (highest dose often 46.1 µM), for the others: at the top dose activity, negative = less viability, hits mostly cytotoxic;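 further: NT is the 2HG producing partner of a matched IDH1 knockdown line; potency means the concentration at half of the fitted maximal effect; 0% = DMSO-treated cells and -100% = media-only wells without cells; nearly all actives have a fitted effect of over 55% in size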
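HT-1080-NT fibrosarcoma cells (2HG-overproducing), 750 cells/well in RPMI with 5% FBS, dosed after 2 h and incubated 48 h at 37C. CellTiter-Glo luminescence normalized to DMSO and no-cell wells; concentration-response curves fitted and classed.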
IL-1B inflam inh: inhibitors of inflammasome signaling (IL-1 beta secretion). 360,000 tested, 4.7% active. THP-1 LPS/ATP IL-1B secretion, AlphaLISA, 16 h; active compounds read low. activity change, % at 57.5 µM; in the data active means activity change below about -50%; inconclusive means mostly about -30% to -49%; further: on the % scale 0 is the no-effect control and ±100 the full control effect
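THP-1 cells pretreated 1 hr with compounds (up to 57.5 uM final), then stimulated with LPS (250 ng/mL final) plus ATP (1.25 mM final); secreted IL-1B measured by AlphaLISA after 16 hr, decreased signal indicating inhibition.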
SW480 rereplic: induces DNA re-replication in SW480 colon adenocarcinoma cells. SW480 DNA re-replication, Hoechst DNA content imaging, 48 h. Potency, µM (series often up to 46.1 µM), for the others: at the highest dose re-replication activation, hits mostly activators. 340,000 tested, 1.8% active. AID 624297; further: potency means the concentration at half of the fitted maximal effect; % of control where 0% means no effect; nearly all actives have a fitted effect of over 55% in size
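Treated cells incubate 48 hr (37 C, 5% CO2), are stained 40 min with Hoechst, and nuclear fluorescence is enumerated; a rise in nuclei with high DNA signal marks re-replication.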
HT1080 IDH1KD tx: kills HT-1080 cells with IDH1 knockdown; 360,000 tested, 2% active; Potency, µM (titrated, usually from 46.1 µM), inactives show at the top dose activity, negative = toxicity, hits mostly cytotoxic; HT-1080 IDH1 knockdown viability, ATP luminescence, 48 h;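 further: potency means the concentration at half of the fitted maximal effect; 0% = DMSO wells and -100% = cell-free medium wells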
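HT-1080-IDH1KD cells (IDH1 knocked down), 750/well in RPMI with 5% FBS, treated with compound 48 h at 37 degrees C. Viability by CellTiter-Glo luminescence, normalised to DMSO and no-cell wells; concentration-response curves classed.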
MCF10A rereplic: DNA re-replication induction in MCF 10a cells. MCF 10A DNA re-replication, Hoechst nuclear intensity, 48 h. 350,000 tested, 2.9% active. Potency, µM (titrated, usually from 46.1 µM), inactives show at the highest dose activity, positive = re-replication, hits mostly activators; further: potency means the concentration at half of the fitted maximal effect; % of control where 0% means no effect; nearly all actives have a fitted effect of over 50% in size
KB-V1 cytotox: KB-V1 MDR subline cytotoxicity; KB-V1 MDR cells viability, CellTiter-Glo, 72 h; 400,000 tested, 3.4% active; AID 1347076; Potency, µM (top dose mostly 46.1 µM), for inactives: at the highest dose activity change, negative = cytotoxicity, usual class: cytotoxic; further: potency means the concentration at half of the fitted maximal effect; on the % scale 0 is the no-effect control and ±100 the full control effect; nearly all actives have a fitted effect of over 60% in size
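Cytotoxicity toward P-gp-expressing KB-V1 cells was determined as loss of CellTiter-Glo luminescence after 72 h at 37 degrees C. Compounds were tested in quantitative HTS format across a concentration range, with curves fitted to normalized data.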
Starred values were filed as active, the others as inactive; i = inactive; ? = inconclusive; . = no result given; & = joins results of further samples; [ ] = dose if it differs, or a comment. Unless noted, the call rests on the fitted dose curve; in most records, active means well fitted curve in the direction sought with a large enough effect; inconclusive means small, poorly fitted or top-dose-only effect, or another doubt; inactive means no such curve, though single readings can be large; an effect the other way counts as inactive or inconclusive. Compounds were not picked by outcome; any-hit rate near 11%.

SMILES	S2 tox	ATXN2 expr inh	KB-3-1 cytotox	HT1080NT lethal	IL-1B inflam inh	SW480 rereplic	HT1080 IDH1KD tx	MCF10A rereplic	KB-V1 cytotox
CCOC(=O)c1c(NC(=O)CN2CCCc3ccccc32)sc(C(C)=O)c1C	i	-6%	-19%	-3%	13	4%	-3%	-2%	4.1µM*
COc1cc(/C=N/NC(=S)NCCN2CCOCC2)cc(OC)c1O	i	-18%	1%	15%	39	-1%	-1%	1%	0%
Cn1ccnc1SCC(=O)Nc1cccc(Br)c1	i	26%	7%	.	.	.	.	.	-19%
Cn1nc([N+](=O)[O-])nc1Sc1ccc(Cl)cc1	i	0%	-14%	19%	10	-58%[inhibitor]	16%	-4%	22%
CC(C)(C)CC(C)(C)c1ccc(O)c(CN2CCN(CCC#N)CC2)c1	i	-1%	2%	8%	-57*	?	-21%	18µM*	?
O=C(Oc1ccccc1Cl)c1ccccc1	i	9%	.	1%	4	15%	-13%	16µM*	.
CCOc1cc(NC(=S)NCCCN2CCOCC2)c(OCC)cc1NC(=O)C1CCCCC1	i	0%	22%	1%	11	1%	-7%	0%	?
CCOC(=O)C1CCN(CCCSc2ccccc2)CC1	i	7%	-5%	4%	15	2%	1%	9%	?
Cc1cccc(N2CCN(S(=O)(=O)c3ccc4c(c3)CCCN4C(=O)C3CCC3)CC2C)c1 (configuration not stated)	i	-31%&-9%	?	17%	50	-7%	4%	18%	-23%&-14%
O=C(NN=C1CCCC1)NC1CCCCC1	.	-19%	9%	8%	3	-2%	15%	4%	?
CCCOc1ccc(N2C(=O)CC(SCC(N)C(=O)OCC)C2=O)cc1 (configuration not stated)	i	4%	-2%	2%	-24	-9%	4%	-13%[9.22 µM]	22%
CN1CCN(/N=C/c2nc(-c3ccccc3Cl)n3ccccc23)CC1	i	9%	24%	-5%	-12	-6%	-2%	-3%	?

Reformatted: results already given.
Screens in order: S2 tox | ATXN2 expr inh | KB-3-1 cytotox | HT1080NT lethal | IL-1B inflam inh | SW480 rereplic | HT1080 IDH1KD tx | MCF10A rereplic | KB-V1 cytotox
CC(C)(C)CC(C)(C)c1ccc(O)c(CN2CCN(CCC#N)CC2)c1
→ i | -1% | 2% | 8% | -57* | ? | -21% | 18µM* | ?
O=C(Oc1ccccc1Cl)c1ccccc1
→ i | 9% | . | 1% | 4 | 15% | -13% | 16µM* | .
CCOc1cc(NC(=S)NCCCN2CCOCC2)c(OCC)cc1NC(=O)C1CCCCC1
→ i | 0% | 22% | 1% | 11 | 1% | -7% | 0% | ?

New compounds follow
SMILES	S2 tox	ATXN2 expr inh	KB-3-1 cytotox	HT1080NT lethal	IL-1B inflam inh	SW480 rereplic	HT1080 IDH1KD tx	MCF10A rereplic	KB-V1 cytotox
CCOC(=O)c1c(C#N)c(SCC(=O)Nc2ccc(OC)cc2)nc2c1CN(CC)CC2	i	-8%	5%	-4%	1	21%	-6%	3%	-5%
COc1ccc(CCC(=O)NNC(=O)Nc2ccccc2Cl)cc1	i	-7%	2%	-4%	16	1%	-5%	1%	-4%
COc1ccc(Oc2ncc(CN3CCN(c4ccccc4)CC3)s2)cc1	i	-5%	1%	-1%	-10	14%	-9%	16%	-10%
O=C(COc1ccccc1)NCCc1nc2ccccc2[nH]1	i	-4%	-3%	6%	36	-3%	3%	3%	-3%
Cc1ccc(/C=N/NC(=O)CSc2ccccn2)o1	i	17%	8%	8%	14	-7%	0%	0%	?
CC(C)CCC(CC(C)O)c1n[nH]c(=S)n1-c1ccccc1 (configuration not stated)	i	2%	13%	13%	0	-3%	19%	3%	-9%
COc1ccc(-c2cc(=O)oc3cc(OC(C)C(=O)NCC4CCC(C(=O)O)CC4)ccc23)cc1 (configuration not stated)	i	0%	8%	0%	23	-3%	-7%	12%	?
CCNC(=O)Nc1ccc2c(c1)c(=O)n(C)n2Cc1ccc(Cl)cc1	i	9%	0%	30%	14	.	22%	.	4%
CCCCn1c(=N)n(CC(=O)C(C)(C)C)c2ccccc21	i	-15%	-4%	-26%	0	6%	?	?	-2%
CC(C)NC(=O)Cn1nc(C(F)(F)F)c2c1CCC2	i	3%	-3%	9%	5	1%	10%	0%	16%
O=[N+]([O-])c1ccc(N2CCN(CCO)CC2)cc1NCc1ccco1	?	6%	-2%	-1%	13	-2%	7%	?	7%
Cc1cccc(N(Cc2ccccc2)C(=O)c2cc(S(=O)(=O)N3CCOCC3)ccc2Cl)c1	i	-22%	-12%	-21%	?	-12%	-21%	?	-29%
CC(=O)Nc1ccc(NC(=O)C(=O)N/N=C/c2cccnc2)cc1	i	.	1%	0%	35	3%	-1%	-3%	17%
C(=N\N1CCN(Cc2cccc3ccccc23)CC1)/c1cccs1	i	7%	2%	26%	?	-83%[inhibitor]	12%	21%	-16%
CCN(Cc1ccccc1)c1ccc(/C=C(\C#N)c2ccccn2)cc1	i	61%[activator]	1%	-11%	-14	18%	-7%	21µM*	?
C=CCn1c(COc2ccc(F)cc2)nnc1SCC(=O)Nc1cccc(S(N)(=O)=O)c1	i	11%	1%	-11%	-57*	?	-2%	8%	3%
Cc1ccc(NC(=O)NNc2cccc(Cl)n2)cc1	i	62%[activator]	-6%	-5%	0	-1%	0%	12%	4%
O=C(C1CCN(Cc2ccc(Cl)cc2)CC1)N1CCN(C(c2ccccc2)c2ccccc2)CC1	?	?	21µM*	?	-53*	?	?	?	?
Cc1ccc(-c2noc(CSc3nc(N)cc(N)n3)n2)cc1	i	32%[activator]	-22%	-13%	-5	0%	-22%	9%	-15%
CC(=O)OCCc1c2ccccc2c(CCCN(C)C)c2ccccc12	?	?	3%	-2%	-4	?	-16%	18µM*	-14%
Cc1ccc(-n2nc(C)c3c2OC(N)=C(C#N)C3c2ccccc2F)cc1 (configuration not stated)	i	-12%	-26%	-9%	9	?	3%	?	-13%
CCOc1ccccc1NC(=O)C(Cc1ccccc1)NS(=O)(=O)c1ccc(Br)s1 (configuration not stated)	i	-32%	-7%	.	.	.	.	.	?
C[C@H](CO)N1C[C@H](C)[C@H](CN(C)Cc2ccccc2)Oc2ccc(NC(=O)Nc3ccc(F)cc3)cc2C1=O	?	?	?	?	-16	0%	?	0%	7%
CCN(CC(=O)Nc1cccc(S(=O)(=O)N(C)c2ccccc2)c1)Cc1ccccc1	i	-18%	5%	-2%	5	-11%	0%	2%	?
COc1cccc(C(=O)NNC(=O)C(=O)Nc2ccc(OC)cc2OC)c1	i	-14%	?	-15%	6	6%	-12%	13%	-5%
Cc1ccc(N(C(=O)Cn2nnc(-c3cccs3)n2)C(C(=O)NC2CCCC2)c2ccncc2)cc1 (configuration not stated)	?	?	-18%	11%	19	?	0%	14%	?
Cc1cc(NC(=O)C2C3C(=O)N(c4cccnc4)C(C(=O)NC(C)(C)C)C34C=CC2(C)O4)no1 (configuration not stated)	i	-11%	2%	28%	20	-6%	21%	-6%	6%
O=c1nc2n(c3ncccc13)CCCCC2	i	-20%	2%	13%	-3	5%	10%	2%	-3%
COc1ccc(CNC(=O)N[C@@H](CC(C)C)C(=O)O)cc1OC	i	16%	10%	4%	11	-1%	3%	-13%	0%
Cn1c(=O)c(C(=O)CSc2nncs2)c(N)n(Cc2ccccc2)c1=O	i	-10%	0%	-2%	-7	-2%	0%	6%	?
O=C(Nc1c2c(nn1-c1ccccc1)CS(=O)(=O)C2)c1cccs1	i	-7%	18%	4%	0	-3%	1%	4%	16%
Nn1c(SCC(=O)Nc2ccccc2F)nc2ccccc2c1=O	i	-4%	3%	-7%	-10	2%	-14%	?	2%
Cc1ccc2nc(-c3ccc(SCC(=O)Nc4ccc5c(c4)OCCO5)nc3)[nH]c2c1	i	47%[activator]	0%	6%	-15	-2%	-5%	13%	-13%
Oc1c(C(c2ccccc2)N2CCOCC2)ccc2ccccc12 (configuration not stated)	?	-29%	?	-14%	-99*	?	-19%	16µM*	-12%
O=S(=O)(c1ccccc1)C1CC1(c1ccccc1)c1ccccc1 (configuration not stated)	i	0%	-2%	-6%	-13	1%	-12%	12%	?
COCCN(CCOC)c1nc(-c2ccccc2)nc2ccccc12	?	-4%	6%	0%	?	-35%[inhibitor]	-3%	14%	0%
O=C(Nc1ccc(C(F)(F)F)cc1)c1ccccc1	i	32%[activator]	24%	49%	-2	5%	7%	6%	10%
CN(C)/C=C1/NC(=S)NC1=O	i	-4%	-1%	11%	1	1%	9%	0%	1%
CCOC(=O)c1ccc(Nc2nnc3nc(C)cc(C)n23)cc1	i	-7%	1%	12%	-15	-1%	8%	-6%	17%
CCOC(=O)c1[nH]c(C)c(/C(O)=C2\C(=O)C(=O)N(CCN(C)C)C2c2cccc(OC)c2OC)c1C (configuration not stated)	i	5%	4%	10%[9.24 µM]	41	-3%	-20%	-5%	25%
CSc1cccc(NS(=O)(=O)c2cc(Br)cnc2N)c1	i	.	0%	6%	-3	-3%	0%	-1%	-29%
CCOc1ccc(NC(=O)CN(C)C(=O)c2ccccc2SCC(=O)N2CCCC2)cc1OCC	i	-2%	-5%	6%	-9	4%	12%	9%	-12%
OCc1ccnc2c(O)cccc12	i	-19%	?	-8%	15	1.2µM*	-16%	5.2µM*	?
Cc1nn(-c2ccc(F)cc2)c(Cl)c1/C=N/NC(=O)c1cccs1	i	9%	-21%	?	2	-12%	-27%	?	?
O=[N+]([O-])c1cccc(S(=O)(=O)Nc2ccc(-c3ccc(N4CCCC4)nn3)cc2)c1	i	8%	11%	-12%	-6	-1%	-5%	?	-4%
CCCc1cc(C(=O)N2CCCC(C(=O)c3ccc(Cl)cc3)C2)n(C)n1 (configuration not stated)	i	-27%	-26%	-9%	0	30%	-8%	-8%	-9%
COc1ccc(-c2csc(C(O)c3ccc(F)cc3)n2)cn1 (configuration not stated)	i	16%	0%	5%	24	.	2%	.	2%

Bioassay records (PubChem BioAssay)
